Bioassay records as filed in PubChem.
p53 reactivator = re-activators of mutant p53; H1299 p53-A138V BP100-luciferase reporter, luminescence, 24 h; Potency, µM (top dose mostly 92.2 µM), for inactives: at the highest dose activity change, positive = activation, actives largely listed as activators; 0.063% of 320,000 active; further: potency means the concentration at half of the fitted maximal effect; % of control where 0% means no effect; nearly all actives have a fitted effect of over 45% in size
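H1299 (p53-null), stable ts p53-A138V + BP100-Luc; 1000 cells/well, Opti-MEM/10% FBS; cpd 4 pt, 1:5; 24 h, 37 deg C, 5% CO2; detection reagent 10 min RT; luminescence.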
Integrin act MD = integrin-mediated muscular dystrophy alleviation activation; alpha7betagal myoblasts, beta-gal FDG fluorescence, 48 h; Potency, µM (highest dose often 38.3 µM), without a hit: at the top dose activation, most hits filed as activators; 0.064% of 350,000 active;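 further: potency means the concentration at half of the fitted maximal effect; 100% = response of the positive control SU9516; nearly all actives have a fitted effect of over 60% in size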
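alpha7betagal+/- myoblasts (passage 13, 250/well) treated 48 h at 37C with compounds at 1:260 dilution of DMSO stock. Lysed, then beta-galactosidase activity read as FDG fluorescence (ex 480/em 540) after 30 min, with pre-read for autofluorescence.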
AT treatment = candidate therapy for ataxia-telangiectasia | […] A-T fibroblasts, KAP-1 phosphorylation AlphaLISA; neocarzinostatin DNA damage 30 min before lysis | AID 485349 | 0.19% of 320,000 active | Potency, µM (top dose mostly 57.5 µM), inactives show at the highest dose activation, usual class: activators; further: potency means the concentration at half of the fitted maximal effect; % of control where 0% means no effect; nearly all actives have a fitted effect of over 45% in size
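hTERT-immortalized A-T patient fibroblasts ([…]), 500 cells/well in OPTI-MEM, 1% FBS, got compounds for 60 min, then NCS for 30 min at 37C. Lysates were then assayed for phospho-KAP-1 by AlphaLISA (anti-pKAP1 donor, anti-KAP1 acceptor beads), 6 hr at 25C.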
B2AR arrestin = recruits beta-arrestin to the human beta2-adrenergic receptor | P07550 | beta-arrestin recruitment to beta2AR, cell-based reporter | Potency, µM (doses to about 46.1 µM), for the others: at the top dose activation, usual class: activators | 0.02% of 330,000 active;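 further: potency means the concentration at half of the fitted maximal effect; 0% = DMSO controls and full agonism = EC100 isoproterenol or metaproterenol; nearly all actives have a fitted effect of over 65% in size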
ELG1 repair inh = blocks ELG1-dependent DNA repair in HEK293T cells; HEK293T ELG1-luciferase reporter, luminescence, 16 h; DNA damage induced by 5-fluorouridine; Potency, µM (doses to about 46.1 µM), for the others: top-dose activity change, negative = inhibition, most hits filed as inhibitors; 2.3% of 330,000 active; AID 504467; further: potency means the concentration at half of the fitted maximal effect; on the % scale 0 is the no-effect control and ±100 the full control effect; nearly all actives have a fitted effect of over 55% in size
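HEK293T cells expressing luciferase-tagged ELG1 (2,000/well) received 5-Fluorouridine plus compound or DMSO for 16 hr at 37 °C. Luciferase was read by ONE-Glo luminescence after 30 min at room temperature.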
TRPV1 agonist = activates the human vanilloid receptor TRPV1 | TRPV1-expressing cells, Fluo-8 calcium influx, agonist mode | activation, % at 8.33 µM | 0.19% of 320,000 active | AID 540275; in the data active means activation above about 80%; inconclusive means between about 30% and that limit; further: 0% is about no effect
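TRPV1-expressing cells were cultured overnight at 35.5C and loaded with Fluo-8 calcium dye for 40 to 90 min at room temperature. After a 10 s baseline, compound was added and calcium influx was read kinetically for 3 min (ex 480/em 520 nm).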
BRCA1 expr act = increases BRCA1 expression; MCF7-BRCA1-FFLuc reporter, luminescence, 48 h; response scale: scaled: vehicle 0%, 10 µM genistein 100%; Potency, µM (titrated, usually from 46.1 µM), inactives show at the top dose activation, usual class: activators; 1.1% of 380,000 active; further: potency means the concentration at half of the fitted maximal effect; nearly all actives have a fitted effect of over 80% in size; some results filed as inactive show a strong effect at the top dose
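Luminescence from a BRCA1-driven firefly luciferase in MCF7 cells was read after 48 h compound exposure at 37 C. Data normalized against DMSO and a 10microM genistein activation control, then curve-fitted across the titration.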
MLL CXXC-DNA inh = inhibitors of human MLL CXXC domain-DNA interaction | Q03164 | MLL-CXXC / FITC-HOXA9 DNA fluorescence polarization | Potency, µM (series often up to 115 µM), for inactives: at the top dose activity change, negative = inhibition, most hits filed as inhibitors | 0.037% of 290,000 active; active means well fitted inhibition curve with a large enough effect in the polarisation, with a control signal flat, not every such curve was filed as active; inconclusive means small, poorly fitted or top-dose-only effect, or effect the other way, or a change in a side signal; inactive means no such curve, though single readings can be large or run the other way; the % refers to the polarisation; further: potency means the concentration at half of the fitted maximal effect
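Purified MLL-CXXC (added from a 7 uM solution) was preincubated 5 min at ambient with pinned compounds in 50 mM Tris-HCl pH 7.5, 50 mM NaCl, 1 mM DTT, 0.05% BSA. Fluorescein-labeled HOX-A9 DNA (50 nM solution) followed, 30 min, then polarization read.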
TSG101-PTAP inh = blocks PTAP/TSG101 interaction to inhibit HIV-1 budding; Q99816; Fluorescence polarization, FITC-PTAP peptide / Tsg101 binding; Potency, µM (top dose mostly 115 µM), for the others: at the top dose activity change, negative = inhibition, most hits filed as inhibitors; 340,000 tested, under 10 active; active means well fitted inhibition curve with a large enough effect in the main read-out, with a control signal flat, not every such curve was filed as active; inconclusive means small, poorly fitted or top-dose-only effect, or effect the other way, or a change in a side signal; inactive means no such curve, though single readings can be large or run the other way; further: potency means the concentration at half of the fitted maximal effect; % of control where 0% means no effect
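Tsg101 binding domain (10 uM final) was mixed with compound and a FITC-labeled PTAP peptide (50 nM final) in HEPES pH 7.5 buffer with NaCl, Tween 20, EDTA and TCEP; fluorescence polarization was read after 20 min at r.t.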
TCR activator = activates T cell receptor signaling | primary human leukocytes, anti-CD3, IL-2 HTRF, 48 h | Potency, µM (highest dose often 9.22 µM), for inactives: at the top dose activation of IL-2 secretion, usual class: activators | 330,000 tested, under 10 active; further: % of control where 0% means no effect
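Using a-CD3 beads without co-stimulation, primary human leukocytes were exposed to compounds for 48 hr. An HTRF IL-2 kit measured the cytokine, with europium-to-d2 energy transfer producing emission at 665nm upon 320nm excitation.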
The depositor's hits bear a star; ? = inconclusive; . = no result given; [ ] = dose if it differs, or a comment. Unless noted, the call rests on the fitted dose curve; in most records, active means well fitted curve in the direction sought with a large enough effect; inconclusive means small, poorly fitted or top-dose-only effect, or another doubt; inactive means no such curve, though single readings can be large; an effect the other way counts as inactive or inconclusive. The order is random, and some 3.8% of all compounds hit somewhere here.

molecule	p53 reactivator	Integrin act MD	AT treatment	B2AR arrestin	ELG1 repair inh	TRPV1 agonist	BRCA1 expr act	MLL CXXC-DNA inh	TSG101-PTAP inh	TCR activator
CCNc1cc(N2CCOCC2)nc(SC)n1	-2%	9%	1%	0.1%	-17%	-2	-9%	2%	-6%	1%
Cc1ccc(-c2nc(N/N=C/c3cccc([N+](=O)[O-])c3)c3ccccc3n2)cc1	-18%	13%	12%	-0.3%	?	5	0%	0%	0%	1%
Cc1cc(N2CCOCC2)nc2ccc(NC(=S)N3CCN(Cc4ccccc4)CC3)cc12	13%	17%	1%	0.0%	?	-3	-30%	-7%	-1%	-5%
Cc1c(C(=O)N2CCOCC2)sc(NC(=O)c2ccccc2F)c1C#N	-6%	-22%	4%	0.4%	9%	9	0%	5%	-6%	-25%
O=C(N/N=C/c1ccc(Br)cc1)c1ccc(Br)o1	?	-2%	18%	-0.4%	?	?	7.9µM*	16%	-3%	5%[46.1 µM]
COc1ccc(CNCCC(c2ccc(F)cc2)c2ccc(OC)cc2)cc1 (configuration not stated)	3%	-56%[inhibitor]	2%	1.2%	1%	1	-100%[inhibitor]	-5%	-1%	1%[46.1 µM]
S=C(NCCCc1ccccc1)Nc1ccc(Br)cc1	-7%	33%	10%	4.7%	-9%	?	9%	16%	-5%	-1%
CCSC(C)CC1C/C(=N/O)c2c(CC)noc2C1 (configuration not stated)	-2%	-14%	2%	-0.4%	-2%	-12	3%	-2%	-7%	.
Nn1c(SCC(=O)NC2CCCCC2)nnc1-c1ccco1	-3%	24%	-5%	-0.4%	?	-2	4%	.	2%	.
Cc1ccc(C(=O)NCCn2cc(SCC(=O)Nc3nnc(C)s3)c3ccccc32)cc1	7%	-20%	-4%	-0.1%	?	2	59%	-1%	-2%	-1%
Cc1cccc(Nc2ncnc3nc[nH]c23)c1C	?	21%	6%	-0.7%	13%	3	9%	-12%	-3%	-5%[46.1 µM]
COc1ccccc1Nc1ccc([N+](=O)[O-])cc1N	-3%	-52%[inhibitor]	-6%	-0.5%	13%	1	6%	4%	-5%	5%[46.1 µM]
CCCn1c(SCC(=O)NCc2cccs2)nc2c1c(=O)n(C)c(=O)n2C	-14%	-9%	0%	-0.1%	9%	1	6%	-2%	-2%	-5%
CCc1nnc(NC(=O)CSc2nnc(-c3c[nH]c4ccccc34)n2CC)s1	-10%	11%	-3%	0.0%	0%	-2	-14%	-7%	-4%	-4%
O=S(=O)(Nc1nc2ccccc2nc1NCc1ccco1)c1cccs1	12%	-19%	3%	0.1%	0%	3	-31%	-3%	-1%	0%
COc1ccc(-c2cn(CCO)c(-c3ccc(Cl)nc3)n2)cc1	8%	5%	0%	0.1%	13%	2	-2%	.	-3%	-3%
CCC1C(=O)Nc2ccccc2N1C(=O)COc1ccccc1 (configuration not stated)	11%	0%	2%	-0.8%	-5%	2	-16%	?	2%	-6%
CCc1ccc(-n2nnnc2SCC(=O)NNC(=O)c2ccco2)cc1	0%	-17%	0%	-0.8%	2%	0	4%	-2%	-4%	6%
Cc1ccc(CN(Cc2cccnc2)C(=O)CN2C(=O)COc3ccccc32)o1	-2%	-22%	1%	0.0%	?	0	-31%	1%	-6%	-2%
COc1ccc(CNC(=O)C(=O)NCC(c2ccco2)N2CCOCC2)cc1 (configuration not stated)	-2%	-8%	-9%	-0.1%	8%	-4	-16%	4%	-2%	1%[46.1 µM]
CC(=O)N1CCC(CCCC2CCN(C(C)=O)CC2)CC1	-3%	24%	6%	-1.5%	23%	-4	0%	.	-2%	-2%
O=S(=O)(N1CCOCC1)n1nnc2ccccc21	?	16%	0%	-0.2%	14%	3	33%	7%	-2%	12%
COc1ccc(CCc2nnc(NS(C)(=O)=O)s2)cc1	7%	17%	-16%	-1.1%	11%	-5	6%	-4%	-5%	-1%
O=[N+]([O-])c1ccc(O)c(/C=N/Nc2ccccn2)c1	?	-6%	-3%	0.3%	?	-1	-91%	1%	1%	-2%[46.1 µM]
CCCN1C(=O)c2cc(C(=O)Nc3ccccc3OC)ccc2C1Nc1ccccc1OC (configuration not stated)	-9%	16%	44%	-0.8%	?	0	-37%	0%	-1%	-1%
COc1ccc(NC(=O)C2CCCN(S(C)(=O)=O)C2)cc1OC (configuration not stated)	8%	-24%	-6%	-0.6%	4%	2	-1%	-6%	-4%	-5%
CCOC(=O)c1[nH]c(C)c(C(=O)OCC)c1C	7%	5%	-9%	-0.7%	?	-2	53%	-5%	0%	-1%
O=C1C(Nc2ccccc2)=C/C(=N/S(=O)(=O)c2cccs2)c2ccccc21	-28%	-47%[inhibitor]	-6%	-1.3%	6.5µM*	27	-84%	-6%	1%	-1%[46.1 µM]
COc1ccccc1C1=NOC(Cn2c(=O)c3c(ncn3C)n(C)c2=O)C1 (configuration not stated)	8%	30%	-2%	-1.3%	17%	-1	21%	-8%	-3%	0%
Brc1ccccc1OCCN1CCOCC1	13%	-10%	5%	-0.4%	9%	1	21%	-2%	-1%	.
Cc1ccc(C(=O)COC(=O)COc2ccccc2[N+](=O)[O-])s1	1%	-9%	2%	0.0%	7%	-1	-12%	.	-2%	0%
O=C(Nc1ccccc1-c1ccccc1)NC1CCN(CC(=O)N2CCOCC2)CC1	-3%	2%	1%	-1.0%	-1%	-3	4%	4%	3%	-4%
Cc1ccc(C)c(S(=O)(=O)N2CCN(C(=O)c3ccncc3)CC2)c1	1%	24%	6%	-0.2%	4%	-4	-4%	.	-2%	4%
O=C(O)CCCC(=O)NNc1nc(-c2ccccc2)c2cc(Cl)ccc2n1	.	0%	-10%	-1.2%	3%	-3	0%	-16%	-13%	.
CN(C)S(=O)(=O)c1cccc2nsnc12	2%	26%	2%	-3.0%	-13%	1	0%	6%	-6%	-1%
c1csc(CN2CCN(Cc3cccs3)C2c2cccs2)c1	2%	-5%	2%	-0.7%	12%	2	-9%	2%	-4%	2%
COCCCNC(=S)NNC(=O)c1ccoc1C	24%	8%	0%	-0.5%	-1%	-1	2%	-1%	-6%	-9%[46.1 µM]
c1ccc(CC2CCCNC2)cc1 (configuration not stated)	-2%	-3%	1%	-0.8%	11%	1	-1%	3%	0%	-5%
Cc1cc(C)nc(Sc2c(C)nn(-c3ccccc3)c2C)n1	0%	-9%	10%	-0.3%	-13%	12	-17%	1%	-3%	-1%
CC1CCN(S(=O)(=O)c2ccc3c(c2)oc(=O)n3CC(=O)N2CCc3ccccc3C2)CC1	-1%	8%	15%	0.2%	14%	2	3%	7%	-4%	-4%
O=S(=O)(c1ccc2c(c1)OCCO2)N1CCC(n2nnc3cc(F)ccc32)CC1	-6%	-2%	-1%	0.1%	-17%	2	0%	12%	-2%	-5%[46.1 µM]
CCC1(c2ccccc2)NC(=O)N(CC(=O)N2CCN(S(=O)(=O)c3ccccc3)CC2)C1=O (configuration not stated)	-3%	1%	0%	-0.2%	15%	0	17%	19%	-3%	0%[46.1 µM]
COc1ccccc1N1CCN(C(=O)c2cc3c(=O)n4ccccc4nc3s2)CC1	3%	-32%	1%	0.3%	-18%	-2	-7%	.	-1%	-4%
Cc1cc(C)cc(NC(=S)N2CC(C)OC(C)C2)c1 (configuration not stated)	0%	22%	-7%	-0.2%	-4%	-1	-5%	8%	-4%	-3%
CCOc1ccc(C(=O)Nc2ccc(NC(=O)c3ccco3)c(Cl)c2)cc1Cl	1%	-30%	.	-0.3%	-2%	-7	-29%	12%	1%	-1%
Cc1ccc(Cl)cc1NC(=O)NCc1ccccn1	5%	?	-1%	0.1%	0%	3	32%	3%	-1%	-2%
COc1ccc(/C=C/C(=O)OCC(=O)NC2CCS(=O)(=O)C2)cc1 (configuration not stated)	?	23%	1%	0.1%	-2%	-2	-32%	.	-4%	3%
COc1ccc(/C=C/C(=O)OCC(=O)c2ccc3c(c2)NC(=O)CO3)c(OC)c1	-1%	16%	-6%	-0.2%	?	.	4%	-12%	4%	-3%
